# VCAM1 TNFa inh: reduces TNF alpha induced VCAM1 expression in HUVEC. HUVEC TNFa-induced VCAM-1 immunofluorescence, high-content imaging. inhibition, % at 2 µM. 95,000 tested, 0.48% active. AID 802;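 active = inhibition above the batch mean plus 3 SD, with images confirmed as a hit by eye, cut at about 37% in these data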;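 note: 0% = TNF-stimulated DMSO wells and 100% = unstimulated control wells; not every result past the cut was called active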
# IL1B cytotox: HUVEC cytotoxicity counter-screen, IL-1B stimulated; HUVEC cell count loss, Hoechst imaging; cell count reduction, % at 2 µM; 94,000 tested, 0.41% active; AID 845;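 active = cell count reduction more than 3 SD above the screen-wide mean, cut at about 70% in these data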;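 note: normalized per plate to untreated control cells as the no-loss baseline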
# HUVEC inhibit: blocks proliferation of human endothelial cells | HUVEC proliferation, CellTiter-Glo luminescence, 72 h; active compounds read low | viability, % at 10 µM (by protocol) | 86,000 tested, 1.1% active;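 active = viability at or below 30%; inactive = viability above 30%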;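 note: 100% = median luminescence of DMSO-only cell control wells on each plate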
# TNFa cytotox: toxic to HUVEC cells under TNF alpha stimulation; AID 848; HUVEC TNFalpha-stimulated, Hoechst cell count, imaging; cell count reduction, % at 2 µM; 93,000 tested, 0.17% active;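 active = cell count reduction exceeding the screen mean by over 5 SD, scaled to untreated wells per plate, cut at about 78% in these data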;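 note: cells counted after 24 h of TNF alpha exposure following the 1 h pretreatment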
# cytoskel mod: alters cytoskeleton assembly in HUVEC cells; 91,000 tested, 0.18% active; AID 836; inhibition, % at 2 µM; HUVEC TNFa F-actin phalloidin imaging, high content;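 active = inhibition above the batch mean plus 3 SD and confirmed as a hit by visual image inspection, cut at about 30% in these data, passing the limit was not always enough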; note: strong numbers were not always called active
# H69AR inhibit: growth inhibitors of human H69AR lung tumor cells; 85,000 tested, 6% active; viability, % at 10 µM; H69AR lung tumor viability, ATP luminescence, 72 h; active compounds read low;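 active = viability at or below 40%; inactive = viability above 40%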;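 note: multidrug resistant small cell line overexpressing MRP-1 efflux transporter; 100% = mean luminescence of untreated control wells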
# Smad3 inh: blocks human Smad3 binding to FoxH1 peptide. AID 630. 88,000 tested, 0.29% active. TR-FRET Smad3/Dy647-FoxH1 peptide binding, europium anti-His. P84022. inhibition, % at 25 µM;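 active = compounds that reduce the energy-transfer binding signal between the protein and its labelled peptide by more than half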;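 note: 0% = Smad3 plus labelled peptide maximal FRET and 100% = peptide-only background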
# Pyk2 oligo antag: antagonists of human Pyk2 oligomerization. Q14289. Q293 cells, Pyk2 FERM NanoBiT luminescence; active compounds read low. z-score (the deposit names both 25 µM and 10 µM). 99,000 tested, 0.83% active. AID 1347419;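 active = Z-score of -3 or lower, scaled per plate to the spread of control and sample wells; inactive = z-score above -3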;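 note: negative z-score means lost luminescence so less FERM oligomerization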
# Target sequence (Q14289 whole entry, looked up): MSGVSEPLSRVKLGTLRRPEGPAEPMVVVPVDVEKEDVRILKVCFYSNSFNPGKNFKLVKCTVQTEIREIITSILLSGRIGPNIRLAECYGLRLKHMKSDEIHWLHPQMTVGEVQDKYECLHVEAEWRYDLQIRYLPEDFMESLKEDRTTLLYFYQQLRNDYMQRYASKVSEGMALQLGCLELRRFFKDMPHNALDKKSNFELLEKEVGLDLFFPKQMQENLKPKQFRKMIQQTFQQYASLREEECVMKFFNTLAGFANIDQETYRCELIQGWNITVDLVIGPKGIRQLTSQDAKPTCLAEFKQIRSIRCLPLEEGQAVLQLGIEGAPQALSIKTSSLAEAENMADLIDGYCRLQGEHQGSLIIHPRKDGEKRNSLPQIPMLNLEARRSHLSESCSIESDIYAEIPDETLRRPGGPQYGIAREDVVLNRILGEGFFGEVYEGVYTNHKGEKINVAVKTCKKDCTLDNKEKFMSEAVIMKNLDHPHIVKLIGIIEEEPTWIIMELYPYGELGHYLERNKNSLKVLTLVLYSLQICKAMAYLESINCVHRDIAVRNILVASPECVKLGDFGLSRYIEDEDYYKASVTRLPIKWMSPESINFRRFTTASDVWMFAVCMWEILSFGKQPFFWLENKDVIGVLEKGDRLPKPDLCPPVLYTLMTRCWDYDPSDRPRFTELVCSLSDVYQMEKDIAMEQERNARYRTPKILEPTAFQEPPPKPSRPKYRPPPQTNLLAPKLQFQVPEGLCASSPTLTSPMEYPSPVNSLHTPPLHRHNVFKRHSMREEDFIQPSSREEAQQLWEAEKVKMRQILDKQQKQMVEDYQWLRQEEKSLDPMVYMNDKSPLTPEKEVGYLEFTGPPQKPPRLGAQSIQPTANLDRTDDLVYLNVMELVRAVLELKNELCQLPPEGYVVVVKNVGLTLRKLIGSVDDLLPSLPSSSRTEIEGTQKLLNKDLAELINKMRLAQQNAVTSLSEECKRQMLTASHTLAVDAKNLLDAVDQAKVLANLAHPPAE
# Fibroblast inh: blocks proliferation of human lung fibroblasts | 85,000 tested, 1.1% active | LL 47 human lung fibroblast viability, ATP luminescence; active compounds read low | viability, % at 10 µM;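 active = viability at or below 50% in the single dose screen; inactive = viability above 50%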;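 note: compound exposure lasted 72 h before the ATP readout; 100% = median luminescence of untreated cell-only wells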
#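 test system = LL 47 human lung fibroblasts | amount = 1,150 fibroblasts seeded per well | medium = 15% FBS in IMEM | times = overnight cell rest, 72 h compound treatment at 37 °C | measured by = CellTiter-Glo luminescence measuring cellular ATP | read-out = viability percentage against median untreated-cell control | benchmarks = cell-only wells, no compound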
# Active calls of the source: *; · = no result given; [ ] = remark or other dose. An excerpt; the hit share may differ from the screen's.
nr	Structure	Pyk2 oligo antag	HUVEC inhibit	TNFa cytotox	VCAM1 TNFa inh	Smad3 inh
1	CCOC(=O)N1CCN(C(=O)CCc2ccc(S(=O)(=O)NCCc3ccccc3)cc2)CC1	0.57	93	-22	-3	8
2	O=c1c2ccccc2[nH]c(=S)n1C1CCCCC1	0.56	97	59	9	-2
3	C=CCSc1nc(-c2ccccc2)c2cc(Cl)ccc2n1	0.26	·	-17	5	·
4	O=C(CN1CCN(Cc2ccccc2)C1=O)NCc1cccs1	·	89	-28	15	6
5	CCC(=O)NCCc1nc2ccccc2n1CC	·	103	14	7	2
6	COc1cccc(Cn2cnc3c(NS(=O)(=O)c4cccc(Cl)c4Cl)c(C)c(C)cc32)c1	-0.44	·	2	1	·
7	CC(=O)c1cn(CC(=O)NCC2CCCO2)c2ccccc12 (stereo not drawn)	0.24	102	2	5	4
8	CC(C(=O)Nc1ccccc1-c1ccccc1)N1CCOCC1 (stereo not drawn)	0.12	94	-35	-11	-5

nr	cytoskel mod	Fibroblast inh	H69AR inhibit	IL1B cytotox
1	5	90	55	12
2	-44	102	86	-16
3	-24	·	·	1
4	9	89	89	-2
5	-5	100	95	7
6	-55	·	·	1
7	-5	103	101	-35
8	13	85	91	91*

# Reformatted: 2 of the compounds above
cpd	molecule	Pyk2 oligo antag	HUVEC inhibit	TNFa cytotox	VCAM1 TNFa inh	Smad3 inh	cytoskel mod	Fibroblast inh	H69AR inhibit	IL1B cytotox
6	COc1cccc(Cn2cnc3c(NS(=O)(=O)c4cccc(Cl)c4Cl)c(C)c(C)cc32)c1	-0.44	·	2	1	·	-55	·	·	1
7	CC(=O)c1cn(CC(=O)NCC2CCCO2)c2ccccc12 (stereo not drawn)	0.24	102	2	5	4	-5	103	101	-35

# Continued.
nr	Structure	Pyk2 oligo antag	HUVEC inhibit	TNFa cytotox	VCAM1 TNFa inh	Smad3 inh
9	Cn1c(=O)c2c(nc(NCC(O)CO)n2CCc2ccccc2)n(C)c1=O (stereo not drawn)	1.4	98	4	14	6
10	COc1ccc(CCNC(=O)C2(C)CCC(=O)N2CCC(C)C)cc1OC (stereo not drawn)	·	·	25	18	·
11	CCOc1ccccc1N(C(=O)CNS(=O)(=O)c1ccccc1)C(CC)C(=O)NCc1ccco1 (stereo not drawn)	0.11	93	-11	-7	-4
12	CCCCN(N=Nc1nonc1OC)c1nonc1OC	-0.67	95	-3	17	14
13	CCc1c(O)nc(SCC(=O)Nc2ccc3c(c2)CCC3)[nH]c1=O	0.21	96	-20	2	4
14	O=C(OCc1ccc(Cl)cc1)c1cnccn1	-0.31	92	-14	5	4
15	COc1ccc(C(=O)Nc2nc3cc(OC)c(OC)cc3c(=O)[nH]2)cc1	0.2	57	-12	-1	21[fluorescence artefact?]
16	CC(=O)c1cccc(N(C(=O)c2cnccn2)C(C(=O)NCc2ccccc2)c2ccco2)c1 (stereo not drawn)	-0.82	90	-1	14	15

nr	cytoskel mod	Fibroblast inh	H69AR inhibit	IL1B cytotox
9	2	88	96	·
10	-10	·	·	8
11	-15	107	95	8
12	·	97	84	-26
13	-6	107	98	-40
14	-4	106	71	-1
15	11	78	13*	4
16	-13	99	79	2

# More entries.
nr	Structure	Pyk2 oligo antag	HUVEC inhibit	TNFa cytotox	VCAM1 TNFa inh	Smad3 inh
17	O=C(c1cccnc1)N1CCCc2ccccc21	-0.53	91	-27	12	-2
18	CCOc1ccc(N(CCC#N)S(=O)(=O)c2ccc(OC)cc2)cc1	0.07	80	0	0	10
19	Cc1[nH]nc(-c2ccc(OCc3cnn(-c4ccccc4)c3)cc2O)c1Oc1ccccc1F	-1.3	·	6	10	·
20	O=C(CN1CCN(c2ncc(C(F)(F)F)cc2Cl)CC1)NC(=O)NCc1ccccc1	-1.2	95	·	·	5
21	Nc1nonc1C(=O)NCCN=Cc1cc(Cc2ccccc2)cc(Br)c1O	-0.4	41	-31	15	3
22	CNC(=O)CCSc1ccc(C)cc1	0.21	99	-13	16	8
23	N=C1SCC(=O)N1c1nc(-c2ccccc2)cs1	0.51	·	6	5	·
24	O=c1c2[nH]c3ccccc3c2ncn1Cc1ccncc1	0.11	89	-7	-15	15

nr	cytoskel mod	Fibroblast inh	H69AR inhibit	IL1B cytotox
17	-23	96	83	-6
18	-9	85	21*	7
19	4	·	·	-11
20	·	90	95	·
21	11	97	100	-40
22	-8	96	91	-38
23	-11	·	·	-7
24	9	94	87	-18

# 3 of the entries above in order of the Pyk2 oligo antag value, rising.
cpd	structure	Pyk2 oligo antag
17	O=C(c1cccnc1)N1CCCc2ccccc21	-0.53
18	CCOc1ccc(N(CCC#N)S(=O)(=O)c2ccc(OC)cc2)cc1	0.07
1	CCOC(=O)N1CCN(C(=O)CCc2ccc(S(=O)(=O)NCCc3ccccc3)cc2)CC1	0.57

# Whole records from above. Order of screens: Pyk2 oligo antag | HUVEC inhibit | TNFa cytotox | VCAM1 TNFa inh | Smad3 inh | cytoskel mod | Fibroblast inh | H69AR inhibit | IL1B cytotox
# CNC(=O)CCSc1ccc(C)cc1 as listed: 0.21 | 99 | -13 | 16 | 8 | -8 | 96 | 91 | -38
# Nc1nonc1C(=O)NCCN=Cc1cc(Cc2ccccc2)cc(Br)c1O as listed: -0.4 | 41 | -31 | 15 | 3 | 11 | 97 | 100 | -40
# O=c1c2[nH]c3ccccc3c2ncn1Cc1ccncc1 as listed: 0.11 | 89 | -7 | -15 | 15 | 9 | 94 | 87 | -18

# Other records.
nr	Structure	Pyk2 oligo antag	HUVEC inhibit	TNFa cytotox	VCAM1 TNFa inh	Smad3 inh
25	O=C(Nc1nnc(C2CCCC2)s1)C1CCC1	0.19	107	-12	6	-16
26	COC(=O)c1ccccc1NC(=O)NCc1cccnc1	0.24	103	-4	3	5
27	COCCNC(=O)CN(c1ccc(C)cc1)S(=O)(=O)c1ccccc1	0.84	107	42	2	3
28	c1ccc(Oc2cccc(CN3CCOCC3)c2)cc1	1.1	91	-28	-7	6
29	Oc1ccccc1Cn1c(-c2ccccc2O)nc2ccccc21	-2.2	77	4	-6	-1
30	CCOC(=O)c1[nH]c2cc3c(cc2c1NC(=O)CN1CCc2ccccc2C1)OCO3	2.2	·	-19	14	·
31	O=C(Cc1cccs1)N(c1ccccc1)C1C=CS(=O)(=O)C1 (stereo not drawn)	0.46	103	43	18	-3
32	Cc1ccc(SCC(=O)Nc2ncc(C)s2)cc1	0.33	97	-15	-5	1

nr	cytoskel mod	Fibroblast inh	H69AR inhibit	IL1B cytotox
25	-8	111	93	9
26	-4	112	96	-11
27	0	98	98	-26
28	·	92	96	-41
29	-1	96	75	43
30	-23	·	·	7
31	10	105	88	-6
32	-2	95	95	-26

# Continuation:
nr	Structure	Pyk2 oligo antag	HUVEC inhibit	TNFa cytotox	VCAM1 TNFa inh	Smad3 inh
33	CC1CN(Cc2nc3c(c(=O)n(C)c(=O)n3C)n2CCCO)CC(C)O1 (stereo not drawn)	-0.57	99	-20	4	-12
34	Cc1cccc(C)c1NC(=O)C1(NC(=O)c2cnccn2)CCCCC1	·	92	0	10	-8
35	COc1cc(OC)cc(C(=O)N2CCN(C(=O)COc3ccc4ccccc4c3)CC2)c1	0.39	79	-10	-17	-2
36	NS(=O)(=O)c1ccc(NC(=O)COC(=O)CCNC(=O)NC23CC4CC(CC(C4)C2)C3)cc1	0.04	84	54	11	-1
37	CCCCOC(=O)NCN1C(=O)C2C3C=CC(C3)C2C1=O (stereo not drawn)	1.7	·	1	3	·
38	Cc1ccn2c(C(=O)CSc3ccc(Cl)cc3Cl)c(C)nc2c1	1.4	·	6	-11	·
39	O=C(C1CC1)N(Cc1ccco1)c1nc(-c2ccccc2)cs1	-0.23	105	-15	15	-7
40	CN=C1SC(CC(=O)Nc2cccc(Cl)c2Cl)C(=O)N1C (stereo not drawn)	0.67	106	-41	3	-5

nr	cytoskel mod	Fibroblast inh	H69AR inhibit	IL1B cytotox
33	-5	107	95	-20
34	-9	96	103	-1
35	-2	92	41	20
36	14	·	87	16
37	12	·	·	6
38	-8	·	·	-9
39	4	93	65	3
40	15	93	93	2

# (next part)
nr	Structure	Pyk2 oligo antag	HUVEC inhibit	TNFa cytotox	VCAM1 TNFa inh	Smad3 inh
41	O=C(Nc1ccc(N2CCCCC2)c(Cl)c1)c1ncn[nH]1	-0.78	·	4	-8	·
42	COc1cc(OC)cc(C(=O)N2CCN(C(=O)c3cccc(F)c3)CC2)c1	0.22	103	-9	8	4
43	COc1ccc(NC(=O)CSc2nccn2-c2ccccc2)cc1	-1.9	116	10	20	-6
44	CC(CCc1ccccc1)NC(=O)c1cccs1 (stereo not drawn)	-0.1	·	6	5	·
45	COc1ccc2c(CC(=O)N3CCN(S(=O)(=O)c4cccs4)CC3)coc2c1	-0.25	104	-11	10	5
46	CC(C)(C)c1n[nH]c(=S)n(N)c1=O	0.23	89	-17	17	3
47	O=C(NCc1ccccc1)c1cccc(OCC(=O)N2CCN(C(=O)c3ccco3)CC2)c1	0.11	98	-14	-6	7
48	C=CCn1c(CNC(=O)c2ccco2)nnc1SCC(=O)N1c2ccccc2Sc2ccccc21	-1.6	97	-9	-10	-3

nr	cytoskel mod	Fibroblast inh	H69AR inhibit	IL1B cytotox
41	-32	·	·	-16
42	6	97	78	-42
43	-10	106	97	29
44	-9	·	·	-35
45	33	100	89	-13
46	4	92	96	-15
47	23	107	82	-8
48	11	95	34*	20

# New compounds follow
nr	Structure	Pyk2 oligo antag	HUVEC inhibit	TNFa cytotox	VCAM1 TNFa inh	Smad3 inh
49	CC(NC(=O)Cn1nnc(-c2ccncc2)n1)c1ccccc1 (stereo not drawn)	·	82	-13	-10	7
50	CCC(CC)c1nc2cc(OC)c(OC)cc2c(=O)o1	-1.1	104	·	·	2
51	COc1ccc(C(CNC(=O)c2ccccc2C)N2CCCC2)cc1 (stereo not drawn)	0.76	·	-12	-4	·
52	COC(=O)/C=C1\S/C(=N/NC(=O)c2ccccc2)NC1=O	-0.6	·	-8	13	·
53	CCOC(=O)c1c(-c2ccc(C)o2)csc1NC(=S)NC(=O)N(C)C	-0.24	·	-4	4	·
54	CCNc1nc(CN2CCOCC2)nc2sc3c(c12)CCC3	-0.06	103	-16	10	-2
55	CCOC(=O)Cn1c(=O)oc2cc(S(=O)(=O)NCc3cccs3)ccc21	·	84	54	13	7
56	CCCOc1ccc(N2C(=O)CC(NCc3ccncc3)C2=O)cc1 (stereo not drawn)	-1.2	90	-1	20	4
57	CC(C)OC(=O)CSc1nnnn1-c1ccc2c(c1)OCCO2	-1.5	108	-31	-11	6

nr	cytoskel mod	Fibroblast inh	H69AR inhibit	IL1B cytotox
49	-4	93	89	-62
50	·	99	89	·
51	-13	·	·	-9
52	3	·	·	-29
53	-3	·	·	-13
54	16	98	71	-18
55	-2	92	80	33
56	8	98	86	-57
57	10	102	98	2

# High-throughput results from PubChem.
